HDAC3 inh: human HDAC3 inhibition; 320,000 compounds, 0.15% hits; inhibition, % at 8.3 µM; recombinant HDAC3, fluorogenic peptide/trypsin coupled, fluorescence; in the data active means inhibition above about 26%, passing the limit was not always enough; inconclusive means no clear call, values can overlap the other calls
Target sequence (O15379 whole entry, looked up): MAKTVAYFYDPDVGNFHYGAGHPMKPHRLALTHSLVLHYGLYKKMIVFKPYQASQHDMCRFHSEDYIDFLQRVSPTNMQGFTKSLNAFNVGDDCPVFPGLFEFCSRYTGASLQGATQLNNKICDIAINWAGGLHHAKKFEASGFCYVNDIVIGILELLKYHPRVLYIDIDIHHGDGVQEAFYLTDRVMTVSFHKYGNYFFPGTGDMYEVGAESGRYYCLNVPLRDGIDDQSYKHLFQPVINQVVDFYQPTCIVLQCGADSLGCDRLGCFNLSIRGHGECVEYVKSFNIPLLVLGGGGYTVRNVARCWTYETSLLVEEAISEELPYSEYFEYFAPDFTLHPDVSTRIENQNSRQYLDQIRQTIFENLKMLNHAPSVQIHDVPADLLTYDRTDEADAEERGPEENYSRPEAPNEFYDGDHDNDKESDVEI
GSK3B inh: inhibitors of human GSK3beta kinase. P49841. AID 2097. 300,000 compounds, 0.038% hits. GST-GSK3beta kinase, ADP-Glo luminescence, 60 min; active compounds read low. activity score (negative = inhibition), % at 10 µM;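 active means more than half of replicate wells score below -50%, meaning over 50% inhibition versus plate controls; inconclusive means some replicates but at most half score below -50%; inactive means no replicate scores below -50%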;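 further: 0% = median DMSO wells and -100% = median GW8510 positive control wells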
Target sequence (P49841 whole entry, looked up): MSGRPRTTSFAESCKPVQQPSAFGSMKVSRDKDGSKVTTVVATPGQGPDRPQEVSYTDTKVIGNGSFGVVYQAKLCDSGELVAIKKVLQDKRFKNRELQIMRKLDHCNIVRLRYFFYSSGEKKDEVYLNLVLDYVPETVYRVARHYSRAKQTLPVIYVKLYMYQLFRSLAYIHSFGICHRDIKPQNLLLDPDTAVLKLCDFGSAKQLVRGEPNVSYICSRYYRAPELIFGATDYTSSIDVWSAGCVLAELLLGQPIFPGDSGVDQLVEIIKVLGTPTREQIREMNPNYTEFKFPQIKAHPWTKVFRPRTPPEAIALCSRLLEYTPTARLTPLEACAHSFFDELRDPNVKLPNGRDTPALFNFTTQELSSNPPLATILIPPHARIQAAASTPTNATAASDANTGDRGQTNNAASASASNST
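Test system: GST-tagged human GSK3beta kinase, cell-free; evaluation: activity score scaled between in-plate DMSO and GW8510 controls; measured by: ADP-Glo luminescence; incubation: 60 min reaction, RT; benchmarks: DMSO and 20 µM GW8510; reagent: peptide substrate plus 25 µM ATP (final); medium: Tris/MgCl2 kinase buffer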
HSF-1 act: increases HSF-1 driven luciferase reporter signal | 300,000 compounds, 1.7% hits | activation, % at 9 µM | NIH3T3-HGL HSF-1 luciferase reporter, MG132, 8 h; 100% = twice DMSO control signal;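 active means mean replicate activation of at least 50% with a set share of replicates each reaching 50%; inconclusive means only one of those two conditions met; inactive means mean below 50% and too few replicates reaching it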;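 further: 0% = median of the neutral control wells and 100% = twice that signal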
HSP90 inh: HSP90 refolding inhibition in rabbit reticulocyte lysate; inhibition, % at 5.6 µM; AID 1789; luciferase refolding luminescence, 3 h; 290,000 compounds, 0.91% hits;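 active means inhibition above the screen-wide mean plus 3 SD, computed separately per campaign, cut at about 16% in these data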;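 further: 0% = DMSO wells and 100% = 60 µM geldanamycin wells; inhibitors lower the luminescence because luciferase stays unfolded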
Dyrk1A ADPGlo: blocks rat Dyrk1A kinase activity; AID 504441; 310,000 compounds, 0.43% hits; inhibition, % at 12.5 µM; ADP-Glo luminescence, NFATc1 peptide; in the data active means inhibition above about 50%;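 further: plate controls were vehicle with enzyme for no effect and no enzyme for full effect; many of its hits are not listed in these tables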
HSF1 inhib: HSF1 inhibition; NIH3T3-HGL HSE-luciferase, MG132-induced, luminescence 8 h; active compounds read low; activity change, negative = inhibition, % at 7.5 µM (by protocol); 300,000 compounds, 0.77% hits; AID 2098;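 active means more than half of replicate wells show activity change below -50%, luminescence cut by over half; inconclusive means some wells, but at most half, below -50%; inactive means no replicate well below -50%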;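 further: luciferase reports HSF-1 transcriptional activity via heat shock element; 0% = median of DMSO wells and -100% = zero luminescence signal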
Platelet DG rel: modulates dense granule release in human platelets; 300,000 compounds, 0.22% hits; human platelet-rich plasma, SFLLRN dense granule ATP release, luminescence; AID 1663; inhibition, %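 (compounds screened at 7.5 µM in platelet-rich plasma)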;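 active means mean replicate score, as percent of positive control, at or above 50; inconclusive means mean below 50 but at least one replicate at or above 50; inactive means mean and every replicate below 50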
AI-2 QS mod: Vibrio harveyi AI-2 quorum sensing modulation; 300,000 compounds, 0.4% hits; activity change, % at 7.5 µM; Vibrio harveyi JMH597 AI-2 luminescence/OD600 ratio, 9 h; active compounds read low; strain lacks LuxN and CqsS sensors; 0 = neutral-control median; in the data active means activity change below about -75%, passing the limit was not always enough; inconclusive means no clear call, values can overlap the other calls;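 further: luminescence divided by OD600 gain over 9 h not by final OD600 alone; inactives centre near 13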
GSK3 alpha inh: inhibitors of human GSK-3 alpha kinase; P49840; ADP-Glo luminescence, 60 min; inhibition, % at 10 µM; 320,000 compounds, 0.1% hits; AID 2650;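 in the data active means inhibition above about 50%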;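 further: GST-tagged GSK-3 alpha with peptide substrate and 25 µM ATP; 0% = DMSO neutral wells and 100% = GW8510 positive control wells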
PolyA inh: yeast polyadenylation inhibition; calls only at 12 µM; 300,000 compounds, 0.02% hits; AID 1875; S. cerevisiae SKY197-pL101 polyadenylation reporter, beta-gal luminescence; efflux-impaired pdr1/pdr3 knockout yeast; score 100 = 6 SD above DMSO;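 active means lowest replicate activity score at least 50, where 100 means six control SD above control mean; inconclusive means lowest score under 50 but half or more replicates reach 50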;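 further: yeast exposed to compound for 9 h at 30 °C; higher score means more reporter readthrough which indicates perturbed polyadenylation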
Active calls of the source: *; i = inactive; ? = inconclusive; nt = not tested or not shown. A portion of the library (hit frequency here may not be typical).

No.	compound	Platelet DG rel	HSF-1 act	HSP90 inh	GSK3 alpha inh	Dyrk1A ADPGlo	AI-2 QS mod	GSK3B inh	PolyA inh	HDAC3 inh	HSF1 inhib
1	CCOc1ccc(S(=O)(=O)N2CCOCC2)cc1NC(=O)C1CCC1	-10	5	-3	0	-1	20	1	i	-5	1
2	Cc1ccc(CC(=O)Nc2cc(C)ccn2)cc1	6	-1	2	1	1	16	-4	i	5	2
3	COc1cccc(C(=O)NNC(=O)C(=O)Nc2cccc(Cl)c2C)c1	-1	21	-3	0	2	20	2	i	-7	4
4	COC(=O)c1cc(-c2ccc(Cl)cc2Cl)n[nH]1	2	-49	-3	0	3	2	-4	i	-6	-34
5	CC(=O)Nc1ccc(S(=O)(=O)N2CCN(C)CC2)cc1	7	-2	-2	-1	-4	-2	-2	i	-2	-4
6	O=c1c([N+](=O)[O-])c(N2CCOCC2)c2ccccc2n1Cc1ccccc1	-2	8	0	-8	19	-3	-14	i	-11	-1
7	COC(=O)c1ccc(NC(=O)C23CCC(C)(C(=O)O2)C3(C)C)cc1 (stereo not given)	0	9	3	0	2	16	3	i	-3	-2
8	Cc1cc2oc(=O)cc(CN(C)Cc3ccccc3F)c2cc1Cl	-3	?	2	3	-5	nt	nt	i	-1	27
9	CCOc1ccccc1NC(=O)N1CCCc2ccccc21	-13	2	-1	-3	-1	25	0	i	-1	-2
10	Cc1ccc(CN=c2c([N+](=O)[O-])nn(-c3cccc(C)c3)n2O)cc1	2	21	-1	-4	2	23	-1	i	8	4
11	COc1ccc(-c2nc(-c3ccccn3)nc(N3CCN(C)CC3)c2C#N)cc1	4	10	2	-3	-7	25	1	i	-1	-3
12	C[n+]1ccccc1COc1ccc(C(C)(C)C)cc1	20	-10	0	-2	-3	-3	-3	i	0	-8
13	CCCn1c(=NC(=O)CCS(=O)(=O)c2ccccc2)sc2cc(S(N)(=O)=O)ccc21	6	-7	nt	2	5	0	-9	i	2	3
14	CN(C)N1C(N)=C(C#N)C(c2ccc(Cl)cc2)C2=C1CCCC2=O (stereo not given)	5	13	-4	2	8	14	-1	i	7	3
15	COc1ccc(OCC(O)CNC(=O)c2ccccc2)cc1 (stereo not given)	1	3	-2	2	-4	12	-1	i	-3	-10
16	CC(C)(C)c1ccc(/C=C/C(=O)NC2CCS(=O)(=O)C2)cc1 (stereo not given)	6	-4	0	-1	-5	16	-6	i	3	6
17	O=C(Nc1ccc(Cl)cc1C(F)(F)F)c1ccccc1	-7	6	-2	-2	-3	11	-2	i	1	-1
18	Cc1cc(NC(=O)Cn2nc(C(F)(F)F)c3c2CCC3)no1	10	-8	0	-2	-10	5	1	i	-5	0
19	CCn1c(C)c(C(C)=O)c(NCc2ccccc2)nc1=S	-11	-15	2	5	7	-6	-2	i	7	-8
20	CCOc1ccc(CNC(=O)NS(=O)(=O)c2ccc(OC)cc2)cc1	-9	-2	1	0	2	1	-6	i	0	-13
21	CCn1c(SCC(=O)N2CCCC2)nnc1-c1ccc(N)cc1	9	-10	1	2	1	18	3	i	-1	-10
22	CC(C)CC(C(=O)Nc1ccc2c(c1)OCCO2)N1C(=O)c2ccccc2C1=O (stereo not given)	nt	nt	0	0	1	20	2	i	14	nt
23	Cn1nc(-c2ccccc2)cc1NC(=O)Nc1ccccc1F	-8	16	1	0	3	19	2	i	3	4
24	O=C(COC(=O)/C=C/c1ccccc1Cl)NC(=O)Cc1ccccc1	2	3	4	-1	-1	24	5	i	2	7
25	CC(=O)NCCc1ccc(S(=O)(=O)Nc2ccc3c(c2)OCCO3)cc1	12	-27	nt	0	-4	10	-2	i	2	-21
26	CC(O)c1c(OCc2ccccc2)ncnc1OCc1ccccc1 (stereo not given)	-44	6	-1	-2	-5	-6	0	i	6	3
27	COc1cc(OC)cc(C(=O)Nc2ccc(Cn3ccnc3)cc2)c1	1	-11	2	-1	1	5	0	i	-4	1
28	Cn1c(=O)c2c(-c3ccccc3)n(-n3cnnc3)cc2n(C)c1=O	-34	26	0	-4	9	-10	-2	i	-1	23
29	Cc1ccc(S(=O)(=O)NCCNc2ccccc2[N+](=O)[O-])cc1	-8	-11	6	-3	4	-10	-2	i	2	8
30	Cc1nc(SCC(=O)Nc2cccc(Cl)c2)n[nH]1	-8	4	2	-2	4	4	4	i	-2	-7

Continued:
No.	compound	Platelet DG rel	HSF-1 act	HSP90 inh	GSK3 alpha inh	Dyrk1A ADPGlo	AI-2 QS mod	GSK3B inh	PolyA inh	HDAC3 inh	HSF1 inhib
31	CSc1ccccc1OCc1cc(C(=O)N(C)CCn2nc(C)cc2C)no1	0	15	-4	-9	-1	16	5	i	-5	7
32	O=[N+]([O-])c1cc(-c2nc(-c3ccncc3)no2)cc([N+](=O)[O-])c1	0	-8	3	-1	-5	46	-1	i	1	2
33	O=c1[nH][nH]c(C(F)(F)F)c1C=Nc1cccc(Cl)c1	-1	9	-2	1	0	11	-4	i	?	4
34	COc1ccc2oc(=O)c(-c3csc(Nc4ccc(O)cc4)n3)cc2c1	-1	23	-1	8	9	-18	-1	i	3	19
35	O=C(Nc1ccc2c(c1)OCO2)C1Cc2ccccc2CN1S(=O)(=O)c1cccs1 (stereo not given)	nt	19	0	-3	5	19	1	i	5	4
36	COc1cccc(CN2CCN(c3ccc(F)cc3)C2=O)c1	-9	-12	1	-2	5	-3	3	i	-1	-3
37	COc1ccccc1C(=O)COC(=O)CCCN=C1NS(=O)(=O)c2ccccc21	-4	-19	nt	1	0	31	3	i	9	-4
38	COc1ccccc1NC(=O)c1sc2nc(Cc3ccccc3)cc(C(F)(F)F)c2c1N	-1	-6	3	0	-1	13	3	i	-2	-7
39	O=C(NCCCN1CCOCC1)c1ccc(Cl)c(S(=O)(=O)N2CCCCCC2)c1	5	8	-4	2	4	-3	-1	i	10	-7
40	O/N=C/c1ccccc1OCc1ccccc1Cl	-1	33	-2	0	2	17	1	i	-3	10
41	O=C(O)c1cccc(N/N=C(\N=Nc2ccccc2)c2ccccc2)c1	4	2	nt	0	4	36	0	i	13	3
42	Cc1cc(C)n(-c2nnc(C)n2/N=C/c2ccc(O)cc2)n1	0	32	0	2	-1	13	4	i	4	-3
43	CC(C)c1cccc(C(C)C)c1NC(=O)COC(=O)c1ccc(OCC(=O)Nc2cccc(C(F)(F)F)c2)cc1	7	-14	-1	0	8	21	0	i	-8	-1
44	C/C=C\C=C\C(=O)N1CC2(CC(c3cccc(NC(=O)COc4ccc(Cl)cc4)c3)=NO2)C[C@H]1C(N)=O (stereo not given in full)	1	6	nt	-1	-5	28	0	i	7	0
45	CCOc1ccc(S(=O)(=O)NCCC(=O)NCc2ccncc2)cc1	4	-22	nt	-1	-9	20	-20	i	1	-9
46	Cc1cc(C)cc(N(CC(=O)Nc2cccc(C)c2C)S(=O)(=O)c2c(C)[nH]c(=O)[nH]c2=O)c1	5	-13	1	-1	2	14	0	i	1	-11
47	COC(=O)c1ccccc1N(C)C(=O)C12CCC(C)(C(=O)O1)C2(C)C (stereo not given)	3	-7	-4	-2	3	1	2	i	-1	2
48	Cc1cc(C)nc(SCc2nnc(SCC(=O)N3CCCc4ccccc43)n2C)n1	5	-2	-1	-5	-3	37	-1	i	1	2
49	CCC(C)(C)n1nnnc1C(c1ccc(OC)c(OC)c1)N1CCN(C(=O)c2ccco2)CC1 (stereo not given)	2	13	0	-2	1	35	-3	i	7	1
50	O=C(N/N=C/c1c(O)ccc2ccccc12)Nc1ccccc1	9	-1	nt	-7	nt	-2	-2	i	6	4
51	CC(C)NC(=O)CCn1nc(-c2ccc(Cl)cc2)c2ccccc2c1=O	1	15	1	1	10	17	-3	i	-1	-7
52	Cc1cccc2c(SCC(N)=O)nc(-c3ccccc3)nc12	2	10	-2	-5	5	10	-3	i	-6	6
53	COc1ccc(-c2[nH]ncc2-c2ccc(Cl)cc2)c(O)c1	-1	23	-4	-3	24	14	0	i	0	17
54	O=C(NNS(=O)(=O)c1ccc(F)cc1F)C1Cc2c(ccc3ccccc23)O1 (stereo not given)	-5	-16	-1	-3	3	4	6	i	-1	-1
55	O=C(O)c1ccc(N/N=C/c2ccc(-c3ccccc3)cc2)cc1	-2	8	5	nt	6	-20	3	i	nt	-9

Full records from above. Values in the order: Platelet DG rel | HSF-1 act | HSP90 inh | GSK3 alpha inh | Dyrk1A ADPGlo | AI-2 QS mod | GSK3B inh | PolyA inh | HDAC3 inh | HSF1 inhib
`CC(C)c1cccc(C(C)C)c1NC(=O)COC(=O)c1ccc(OCC(=O)Nc2cccc(C(F)(F)F)c2)cc1` is listed with 7 | -14 | -1 | 0 | 8 | 21 | 0 | i | -8 | -1
`COc1cccc(CN2CCN(c3ccc(F)cc3)C2=O)c1` is listed with -9 | -12 | 1 | -2 | 5 | -3 | 3 | i | -1 | -3
`C/C=C\C=C\C(=O)N1CC2(CC(c3cccc(NC(=O)COc4ccc(Cl)cc4)c3)=NO2)C[C@H]1C(N)=O` (stereo not given in full) is listed with 1 | 6 | nt | -1 | -5 | 28 | 0 | i | 7 | 0
`O=c1[nH][nH]c(C(F)(F)F)c1C=Nc1cccc(Cl)c1` is listed with -1 | 9 | -2 | 1 | 0 | 11 | -4 | i | ? | 4
`O=C(NNS(=O)(=O)c1ccc(F)cc1F)C1Cc2c(ccc3ccccc23)O1` (stereo not given) is listed with -5 | -16 | -1 | -3 | 3 | 4 | 6 | i | -1 | -1

Compound activity (PubChem BioAssay)
